Screening data (PubChem BioAssay)
ABHD5-PLIN5 inh – ABHD5-PLIN5 protein interaction inhibition | Q00G26+Q8WTS1 | inhibition, % at 4 µM | hit rate 0.78% among 360,000 | Split G. princeps luciferase complementation, luminescence, 4 h | AID 602281;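 active = inhibition above the mean inhibition across every tested compound plus 3 SD, cut at about 22% in these data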;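 also: 0% = DMSO only wells and the 100% control is not disclosed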
CaV13 FRET inh – Disruptors of the CACNA1D IQ motif to Ca2+-dependent inactivation inhibitor domain association, primary screening, Förster resonance energy transfer in intact living …; HEK cells, CFP/YFP FRET ICDI-IQ, plate reader, 10 min; percent FRET-ratio fall versus neutral wells; inhibition, % at 12.3 µM; hit rate 0.098% among 340,000;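 active = mean replicate inhibition of at least 30% and at least 1% of replicates passing that level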;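 also: 0% = median of the neutral control wells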
MC4R antagonist – blocks human MC4R cAMP signaling | P32245 | MC4R-expressing cells, MTII-stimulated cAMP, LANCE TR-FRET | hit rate 0.48% among 360,000 | inhibition, % at 6.5 µM | AID 540295;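 active = inhibition above its plate's cutoff, the mean of tested wells on that plate plus 3 SD, cut at about 29% in these data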;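 also: 0% = Melanotan II alone and 100% = Melanotan II plus saturating MCL0020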
Target sequence (P32245 whole entry, looked up): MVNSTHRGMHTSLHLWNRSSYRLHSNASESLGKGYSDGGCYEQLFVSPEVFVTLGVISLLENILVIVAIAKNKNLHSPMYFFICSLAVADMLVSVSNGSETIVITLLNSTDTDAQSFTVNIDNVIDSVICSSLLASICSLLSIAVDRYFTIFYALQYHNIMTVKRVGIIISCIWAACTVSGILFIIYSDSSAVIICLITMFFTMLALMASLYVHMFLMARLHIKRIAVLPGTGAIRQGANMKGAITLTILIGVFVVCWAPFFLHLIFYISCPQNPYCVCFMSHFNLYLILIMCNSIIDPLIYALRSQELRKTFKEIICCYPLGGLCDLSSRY
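Material – human MC4R-expressing U2OS cells · Repeats – no replicates · Detection – TR-FRET with Eu-cAMP and labeled anti-cAMP, 671 nm · Times – compound 30 min, challenge 1 h, detection 1 h · Compound – single nominal compound dose of 6.5 µM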
PDI turbidity – blocks human protein disulfide isomerase activity; P07237; PDI insulin aggregation turbidity, A650, 90 min; inhibition, % at 10 µM; hit rate 0.052% among 350,000;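 active = mean inhibition across replicates of 30% or more, whatever share of single replicates reach that level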;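 also: absorbance from insulin aggregation driven by PDI reduction with DTT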
HTR2A ag – agonists of mouse serotonin 5-HT2A receptor (HTR2A); P35363; CHO-K1 mHTR2A beta-arrestin complementation, luminescence; percent of 30 µM serotonin response; activation, % at 7.6 µM; hit rate 0.66% among 360,000; AID 624169;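 active = activation above a run cutoff, the mean activation of all tested compounds plus 3 SD, cut at about 14% in these data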;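 also: 0% = plate median of compound wells and 100% = 30 µM serotonin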
Target sequence (P35363 whole entry, looked up): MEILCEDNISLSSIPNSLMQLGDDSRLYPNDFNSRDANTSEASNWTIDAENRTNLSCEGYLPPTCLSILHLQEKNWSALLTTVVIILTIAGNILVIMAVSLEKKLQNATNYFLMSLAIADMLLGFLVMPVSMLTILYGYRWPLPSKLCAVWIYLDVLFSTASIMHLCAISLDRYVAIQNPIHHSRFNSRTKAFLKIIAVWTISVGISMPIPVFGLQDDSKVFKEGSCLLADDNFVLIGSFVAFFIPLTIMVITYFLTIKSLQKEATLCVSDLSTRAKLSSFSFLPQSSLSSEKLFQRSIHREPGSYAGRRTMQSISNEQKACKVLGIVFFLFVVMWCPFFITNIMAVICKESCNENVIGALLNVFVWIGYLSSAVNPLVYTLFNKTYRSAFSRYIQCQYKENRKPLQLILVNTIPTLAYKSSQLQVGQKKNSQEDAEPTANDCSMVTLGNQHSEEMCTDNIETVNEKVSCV
Granule exo inh – blocks lytic granule exocytosis; inhibition, % at 10 µM; AID 651702; TALL-104 LAMP-1 surface exposure, flow cytometry; cells stimulated with thapsigargin and PMA; hit rate 0.66% among 360,000;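 active = inhibition above about 55%, limit read from the data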
ABCB6 inh 2 – inhibitors of human ABC transporter ABCB6; Q9NP58; K562-ABCB6 porphyrin accumulation, flow cytometry, 1 h; active compounds read low; fluorescence ratio to DMSO, % at 10 µM; hit rate 0.19% among 360,000;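 active = fluorescence ratio to DMSO below 75%, the collection mean minus 3 SD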;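 also: signal is porphyrin accumulated inside mitochondria; 100% equals median channel fluorescence of DMSO control wells; lower ratio means ABCB6 inhibition with less porphyrin fluorescence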
N-glyco inh – N-linked glycosylation inhibition | D54 ERlucT glycosylation luciferase reporter, 24 h; percent of 100 nM tunicamycin response | reporter increase, % at 12.5 µM | hit rate 0.23% among 360,000 | AID 588692;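 active = mean luciferase reporter signal, scaled so untreated is 0 and the glycosylation-blocking control 100, at or above a set limit in every replicate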;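 also: luciferase carries N-glycosylation sites so blocking glycosylation raises the light; 0% = median of neutral control wells and 100% = median of 100 nM tunicamycin wells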
Cardio protect – protects H9c2 cardiomyocytes from peroxide injury | H2O2 injury protection, ATPLite, 2 h | protection from H2O2 cell death, % at 20 µM | hit rate 0.63% among 360,000 | AID 588492;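 active = compounds giving at least 50% protection of heart cells from peroxide-induced death in the single-dose screen, raw or plate-pattern-corrected value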;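 also: 0% = DMSO wells with peroxide and 100% = DMSO wells without peroxide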
MC4R barr agon – activates human MC4R beta-arrestin recruitment | AID 540308 | U2OS MC4R beta-arrestin complementation, luminescence; percent of melanotan II response, DMSO zero | activation, % at 8.9 µM | hit rate 0.98% among 360,000 | P32245;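 active = activation above a per-plate cutoff, the mean activation of sample wells on that plate plus 3 SD, cut at about 8% in these data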
The depositor's hits bear a star; . = not tested or not shown. Random draw from the library; overall some 4.2% were active at least once.

SMILES	ABHD5-PLIN5 inh	CaV13 FRET inh	MC4R antagonist	PDI turbidity	HTR2A ag	Granule exo inh	ABCB6 inh 2	N-glyco inh	Cardio protect	MC4R barr agon
O=C(CN1C(=O)C2CC=CCC2C1=O)Nc1nnc(SCc2ccc(Cl)cc2)s1 (centres undefined)	-3	-4	13	-10	-6	-1	91	1	5	-1.6
COCCn1c(=O)[nH]c2cc(C(=O)NCCCN3CCN(c4ccc(F)cc4)CC3)ccc2c1=O	0	-6	8	-4	-2	-2	100	0	-6	-0.4
CC(=O)Oc1ccc(Nc2ccccc2)cc1	-21	-16	5	2	-1	2	102	2	4	-0.8
O=C(Nc1ccc(Cl)c(S(=O)(=O)Nc2ccccc2Cl)c1)c1cccs1	3	-3	9	-6	10	6	123	-1	6	-2.3
COc1ccc(OC)c(NS(=O)(=O)c2ccc(NC(=O)C3COc4ccccc4O3)cc2)c1 (centres undefined)	-15	-5	5	-5	-1	4	95	-6	-14	3.8
CCc1c(C)sc(NC(=O)c2cc(C)no2)c1C#N	10	-8	0	15	9	-3	100	3	-9	1.8
Clc1ccc(-n2cccc2)cn1	4	-7	-3	-4	-1	-1	96	2	12	-1.5
CCCCCc1nnc(NS(C)(=O)=O)s1	7	-4	2	14	-1	-1	96	2	1	0.4
Cc1ccc(NC(=O)Cn2nnc(C(=O)NCc3ccccc3)c2N)cc1C	-2	-6	-2	20	-2	-1	100	1	-7	1.8
C#CCOCCOCCOCCNc1nc(N2CCN(C(=O)CCCCCCCCCCNC(=O)[C@H](CCC(=O)O)n3cc(CCCCCN)nn3)CC2)nc(N2CCN(C(=O)CCCCCCCCCCNC(=O)[C@@H]([C@H](C)O)n3cc(C)nn3)CC2)n1	27*	.	9	2	4	-5	102	6	-3	-0.5
CCCCCCCCN1C(=O)[C@H](CC(=O)N2CCN(C(=O)c3ccco3)CC2)C[C@@]2(C(=O)OCC)CCCC=C12	6	-8	.	.	1	9	94	.	.	.
CC1CCCN(S(=O)(=O)c2cc(C(=O)NCCc3ccc(S(N)(=O)=O)cc3)ccc2Cl)C1 (centres undefined)	-4	-7	10	6	-4	-2	91	-3	-6	-0.5
Nc1sc(Cc2ccccc2)cc1C(=O)c1c(-c2ccccc2)[nH]c2ccccc12	7	-8	.	.	1	17	.	.	.	.
CC(C)=CCN1CCN(CCCc2ccccc2)CC1CCO (centres undefined)	-3	-19	-5	20	-5	48	97	0	3	-0.6
CN1CCN(S(=O)(=O)c2ccc(Cl)s2)CC1	-7	-3	15	4	-1	-5	97	0	4	-0.7
Cc1[nH]n(-c2ccccc2)c(=O)c1S(=O)(=O)c1ccccc1	1	-5	6	16	0	1	93	1	4	-1.5
CC(C)=C1C2CCC1C1C(=O)N(NC(=O)COc3ccc(Cl)c(C)c3)C(=O)C21 (centres undefined)	-10	-4	10	8	-1	-1	99	-2	1	1.9
CCCCNc1c(-c2ccc(OC)c(SC3CCCCC3)c2)nc2cc(C)ccn12	-2	-6	18	0	-7	-4	94	-9	-25	-1.9
CC1C(=O)N(Cc2cn(Cc3ccco3)nn2)CCS(=O)(=O)N1Cc1ccc(-c2ccc(Cl)c(Cl)c2)cc1 (centres undefined)	9	-5	6	-4	11	0	90	-4	-7	1.2
COc1ccccc1C/C(N)=N/OC(=O)COc1ccc(C)cc1	0	-6	10	1	-3	5	98	1	-2	0.6
CC1(C(=O)NS(=O)(=O)c2cccc(Cl)c2)CCN1C(=O)Cc1cccs1 (centres undefined)	-2	-15	6	7	4	-3	101	1	4	1.8
O=C(c1nc2ccc(Cl)cn2c1CN1CCC(CO)CC1)N1CCc2ccccc2C1	2	-10	9	-1	-6	-3	100	3	1	-1.4
CCNC(=O)COC(=O)c1ccc(NS(=O)(=O)c2ccc3c(c2)OCCO3)cc1	-3	-2	17	-2	0	-1	96	-2	-2	1.0
CC(C)(C)c1cc(C(=O)O)n(Cc2ccc(Cl)cc2Cl)n1	-2	-22	1	-2	4	-1	103	2	9	-4.1
Cc1cc(C)c2nc(N3CCC(C(=O)NCc4ccccn4)CC3)sc2c1	1	-5	2	-5	7	-1	101	0	-8	-0.5
C=C1C(=O)OC2C1CCC(C)C1C=CC(=O)C12C (centres undefined)	12	-10	15	1	1	-4	104	21	6	-2.2
Cc1ccc(S(=O)(=O)NCCNC(=O)CN2CCCC2)cc1	-6	-4	-2	-2	-1	0	96	0	7	-2.0
CN(C)S(=O)(=O)c1ccc(N2CCCC2)c(C(=O)Nc2nc3c(ccc4ccccc43)s2)c1	10	-11	3	-3	0	5	99	-3	0	-4.0
Fc1ccc(N2CCN(c3nc(CN4CCOCC4)nc4scc(-c5ccccc5)c34)CC2)cc1	5	-3	14	-1	-7	-3	87	-8	1	-2.2
COC(=O)c1cc(S(=O)(=O)NCC2CCN(CCc3ccc(OC)cc3)CC2)c[nH]1	4	-2	-1	7	-4	-2	93	0	6	-0.5
CC(C)c1ccc(N(CC(=O)N2CCN(Cc3ccccc3)CC2)S(C)(=O)=O)cc1	5	-5	18	4	-1	-8	100	-1	-5	1.8
Cc1cc(C(=O)N/N=C/c2ccc(OCc3ccccc3)cc2)c(C)o1	-8	-3	23	3	-9	5	103	-3	0	2.6
Cc1cc(C)nc(N/N=C/c2ccccc2Cl)n1	-1	-4	-2	-8	4	-4	100	1	-3	0.8
O=C(Nn1cc(C(=O)Nc2ccc(F)cc2F)c2ccccc2c1=O)c1cnccn1	-4	-2	-8	-6	4	-3	97	2	15	-2.6
Cn1c(SCc2ccc(F)cc2)nnc1-c1cccs1	-13	-7	-2	4	1	2	105	3	4	-2.0
CCCCc1c(O)cc(C)[nH]c1=O	4	-5	6	-1	1	-4	104	3	2	-1.3
Clc1cc(Br)ccc1OCCCn1ccnc1	6	-5	8	4	2	-3	84	-1	-5	-1.7
CCNC(=O)CSc1nnc(-c2ccccc2Br)n1-c1cccc(C(F)(F)F)c1	1	-6	11	3	-2	10	100	-1	2	-0.9
COc1cccc(C(=O)/C=C/Nc2ccc(NC(C)=O)cc2)c1	7	-21	-4	-4	-4	7	87	-2	-3	-0.5
CCC(CO)NC(=O)c1ccccc1C(F)(F)F (centres undefined)	-3	-1	5	2	2	0	99	0	-3	0.2

Laid out differently: entries from further up
| structure | ABHD5-PLIN5 inh | CaV13 FRET inh | MC4R antagonist | PDI turbidity | HTR2A ag | Granule exo inh | ABCB6 inh 2 | N-glyco inh | Cardio protect | MC4R barr agon |
| --- | --- | --- | --- | --- | --- | --- | --- | --- | --- | --- |
| CCNC(=O)COC(=O)c1ccc(NS(=O)(=O)c2ccc3c(c2)OCCO3)cc1 | -3 | -2 | 17 | -2 | 0 | -1 | 96 | -2 | -2 | 1.0 |
| CC(C)(C)c1cc(C(=O)O)n(Cc2ccc(Cl)cc2Cl)n1 | -2 | -22 | 1 | -2 | 4 | -1 | 103 | 2 | 9 | -4.1 |
| Cc1cc(C)c2nc(N3CCC(C(=O)NCc4ccccn4)CC3)sc2c1 | 1 | -5 | 2 | -5 | 7 | -1 | 101 | 0 | -8 | -0.5 |
| C=C1C(=O)OC2C1CCC(C)C1C=CC(=O)C12C (centres undefined) | 12 | -10 | 15 | 1 | 1 | -4 | 104 | 21 | 6 | -2.2 |
| Cc1ccc(S(=O)(=O)NCCNC(=O)CN2CCCC2)cc1 | -6 | -4 | -2 | -2 | -1 | 0 | 96 | 0 | 7 | -2.0 |
| CN(C)S(=O)(=O)c1ccc(N2CCCC2)c(C(=O)Nc2nc3c(ccc4ccccc43)s2)c1 | 10 | -11 | 3 | -3 | 0 | 5 | 99 | -3 | 0 | -4.0 |
| Fc1ccc(N2CCN(c3nc(CN4CCOCC4)nc4scc(-c5ccccc5)c34)CC2)cc1 | 5 | -3 | 14 | -1 | -7 | -3 | 87 | -8 | 1 | -2.2 |
| COC(=O)c1cc(S(=O)(=O)NCC2CCN(CCc3ccc(OC)cc3)CC2)c[nH]1 | 4 | -2 | -1 | 7 | -4 | -2 | 93 | 0 | 6 | -0.5 |
| CC(C)c1ccc(N(CC(=O)N2CCN(Cc3ccccc3)CC2)S(C)(=O)=O)cc1 | 5 | -5 | 18 | 4 | -1 | -8 | 100 | -1 | -5 | 1.8 |
| Cc1cc(C(=O)N/N=C/c2ccc(OCc3ccccc3)cc2)c(C)o1 | -8 | -3 | 23 | 3 | -9 | 5 | 103 | -3 | 0 | 2.6 |
| Cc1cc(C)nc(N/N=C/c2ccccc2Cl)n1 | -1 | -4 | -2 | -8 | 4 | -4 | 100 | 1 | -3 | 0.8 |
| O=C(Nn1cc(C(=O)Nc2ccc(F)cc2F)c2ccccc2c1=O)c1cnccn1 | -4 | -2 | -8 | -6 | 4 | -3 | 97 | 2 | 15 | -2.6 |
| Cn1c(SCc2ccc(F)cc2)nnc1-c1cccs1 | -13 | -7 | -2 | 4 | 1 | 2 | 105 | 3 | 4 | -2.0 |
| CCCCc1c(O)cc(C)[nH]c1=O | 4 | -5 | 6 | -1 | 1 | -4 | 104 | 3 | 2 | -1.3 |
| Clc1cc(Br)ccc1OCCCn1ccnc1 | 6 | -5 | 8 | 4 | 2 | -3 | 84 | -1 | -5 | -1.7 |

Later entries
SMILES	ABHD5-PLIN5 inh	CaV13 FRET inh	MC4R antagonist	PDI turbidity	HTR2A ag	Granule exo inh	ABCB6 inh 2	N-glyco inh	Cardio protect	MC4R barr agon
O=C(NN=C1CCCCCC1)c1cccnc1	2	-4	0	-6	-2	0	101	1	5	-2.2
COC(=O)CNC(=O)CNC(=O)c1nn(-c2ccc(OC)c(OC)c2)c(=O)c2ccccc12	1	-19	6	3	2	0	93	0	-9	-1.2
Brc1cnc2nc(SC/C=C/c3ccccc3)[nH]c2c1	1	-5	3	2	-3	1	97	1	-1	-0.1
COc1ccc(N(CC(=O)N/N=C/c2ccc(OC)cc2OC)S(=O)(=O)c2ccccc2)cc1	1	-20	4	1	-2	-5	130	0	0	-0.6
Clc1ccc(OCc2nc3ccccc3[nH]2)cc1	-1	-5	-4	-2	-5	2	89	-5	-20	-0.1
COCc1cc(C)nc(Nc2cc(C)ccc2C)c1C#N	-9	-9	-2	-4	1	2	97	1	-3	0.9
CCc1ccc(NC(=O)CCc2nc3cccnc3n2Cc2ccc(OC)cc2)cc1	-1	-5	7	1	-3	-1	96	3	7	8.5*
Cc1sc(N/N=C/c2cccs2)nc1-c1ccccc1	-9	-3	8	-1	-1	-2	99	-10	-4	0.7
C(=N\Nc1nc2ccccc2s1)/c1cccs1	-11	.	10	-6	-1	0	103	-12	-15	4.6
CCCCN1C(=O)Nc2ccccc2S1(=O)=O	7	-3	16	7	2	-1	100	0	1	0.5
